IEC-6 tox – kills IEC-6 intestinal cells in KLF5 counter-screen; 290,000 compounds, 0.78% hits; inhibition, % at 5 µM; AID 1825; IEC-6 cytotoxicity, luminescence viability; in the data active means inhibition above about 22%;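 further: 0% = plate median of test compound wells and 100% = cytotoxic reference compound wells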
SKKanGAS inh – inhibitors of SKKanGAS S. pyogenes growth in kanamycin (SK-promoter or general growth effect) | inhibition, % at 7.5 µM | BacTiter-Glo, 6 h | AID 1662 | 300,000 compounds, 1.3% hits;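 active means mean replicate score, as percent of positive control median, at least 50; inconclusive means mean below 50 but one replicate at or above 50; inactive means mean and every replicate below 50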;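 further: strain carries kanamycin resistance gene driven by streptokinase promoter and grows in 40 µg/ml kanamycin; loss of luminescence reflects streptokinase promoter inhibition or plain growth inhibition; 0% = median of DMSO wells and 100% = positive control at its reference dose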
TRPC6 inh – mouse TRPC6 channel inhibition; Q61143; HEK293-TRPC6, membrane potential dye, ACh-evoked depolarization; stronger effect = lower value; B-score at 10 µM; 310,000 compounds, 1.1% hits;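 active means B-score under library mean minus 3 SD, initial fluorescence not abnormally high, positive integrated signal ratio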;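 further: B-score derived from integrated fluorescence ratio over the kinetic read; more negative B-score means stronger inhibition of depolarization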
Target sequence (Q61143 whole entry, looked up): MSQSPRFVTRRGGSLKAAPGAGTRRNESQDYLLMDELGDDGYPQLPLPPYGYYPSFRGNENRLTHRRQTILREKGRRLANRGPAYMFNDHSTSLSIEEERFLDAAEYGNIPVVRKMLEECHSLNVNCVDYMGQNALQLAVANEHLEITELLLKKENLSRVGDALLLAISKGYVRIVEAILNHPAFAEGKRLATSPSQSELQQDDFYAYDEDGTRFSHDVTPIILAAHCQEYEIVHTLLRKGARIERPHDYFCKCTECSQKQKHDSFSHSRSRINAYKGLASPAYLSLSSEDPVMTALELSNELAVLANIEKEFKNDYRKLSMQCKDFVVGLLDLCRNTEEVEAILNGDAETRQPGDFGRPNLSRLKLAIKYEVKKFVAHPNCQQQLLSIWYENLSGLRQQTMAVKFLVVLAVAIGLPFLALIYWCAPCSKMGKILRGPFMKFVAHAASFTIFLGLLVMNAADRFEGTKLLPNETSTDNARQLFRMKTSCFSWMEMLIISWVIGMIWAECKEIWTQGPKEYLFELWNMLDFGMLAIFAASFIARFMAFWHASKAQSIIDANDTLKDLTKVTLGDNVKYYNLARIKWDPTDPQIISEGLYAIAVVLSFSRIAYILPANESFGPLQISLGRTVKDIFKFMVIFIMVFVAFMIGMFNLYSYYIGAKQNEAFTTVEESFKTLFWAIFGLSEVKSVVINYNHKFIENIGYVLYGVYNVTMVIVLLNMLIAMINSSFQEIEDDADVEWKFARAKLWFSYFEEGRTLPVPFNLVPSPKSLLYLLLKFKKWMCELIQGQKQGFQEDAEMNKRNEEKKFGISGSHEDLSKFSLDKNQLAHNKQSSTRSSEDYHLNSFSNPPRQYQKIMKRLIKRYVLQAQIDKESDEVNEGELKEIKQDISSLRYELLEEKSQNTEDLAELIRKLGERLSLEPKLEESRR
aSyn UTR inh – 5' untranslated region of α-synuclein, MLPCN primary screen; alpha-synuclein 5'UTR reporter, inhibitor activity; inhibition, % (tested at 7.5 µM); 300,000 compounds, 0.82% hits; AID 1813; in the data active means inhibition above about 60%; inconclusive means no clear call, values can overlap the other calls;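 further: H4 neuroglioblastoma cells stably carrying SNCA 5'UTR luciferase fusion; 0% = DMSO wells and 100% = positive control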
TRPC4 block – inhibitors of mouse TRPC4 channel; B-score at 10 µM; 300,000 compounds, 0.39% hits; HEK293 TRPC4beta/mu-opioid, DAMGO-evoked Fluo4 calcium flux; stronger effect = lower value;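 active means B-score over 3 SD under the library average, no early fluorescence shift, positive overall ratio signal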
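Material: HEK293 cells with stable TRPC4beta plus mu-opioid receptor expression / Probe or stimulus: DAMGO in two steps, submaximal then maximal / Compound: single concentration per test compound / Technique: kinetic Fluo4 fluorescence imaging of calcium influx / Read-out: per-well B score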
MrgX1 antagonist – blocks BAM8-22 activation of human MrgX1 receptor; Q96LB2; AID 588676; B-score at 10 µM; 310,000 compounds, 1.3% hits; MRGX1-HEK293 calcium flux, Fluo-4, BAM8-22 antagonism; stronger effect = lower value;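 active means calcium-response B-score plate-corrected more than 3 library SD below zero, starting fluorescence within 5 deviations, no agonist response on first addition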;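 further: peak minus trough fluorescence over baseline after final BAM8-22 challenge near maximal dose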
TRPC4 PAM – allosterically enhances the mouse TRPC4 cation channel; Q9QUQ5; HEK293 TRPC4beta/mu-opioid, DAMGO EC20, Fluo-4 Ca2+ flux; stronger effect = higher value; B-score at 10 µM; 310,000 compounds, 0.42% hits; AID 2227;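 active means B-score of calcium response area above 5 SD of library B-scores, with initial fluorescence ratio within 5 SD of library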;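 further: B-score of integrated fluorescence ratio over time as area under calcium response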
TRPC4 act – TRPC4 (mouse) channel activation; HEK293 TRPC4beta/mu-opioid, Fluo4 calcium fluorescence; stronger effect = higher value; B-score at 10 µM; 310,000 compounds, 0.49% hits;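 active means B-score above 5 SD of library B-scores, and initial fluorescence ratio not above library mean plus 5 SD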;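 further: positive B-score marks a calcium rise read as TRPC4 activation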
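Material: TRPC4beta and mu-opioid receptor HEK293 stable cells | Incubation: 45 min room-temperature Fluo4 loading, 110 s read | Detection: Kinetic Fluo4 calcium fluorescence | Measure: Integrated baseline-normalised fluorescence ratio, converted to per-well B score | Benchmarks: Low control buffer alone, high control maximal DAMGO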
KLF5 inh – suppresses KLF5 promoter-driven expression. DLD-1 KLF5 promoter-luciferase reporter, luminescence. 290,000 compounds, 0.23% hits. inhibition, % at 5 µM. AID 1700;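 active means inhibition above a per-plate limit of that plate's mean compound inhibition plus 3 SD, cut at about 60% in these data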;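 further: 0% = DMSO wells and 100% = LY294002 at 200 µM; higher means less KLF5 promoter-driven luciferase light; inactives centre near -14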
HIF activator – HIF pathway transcriptional activation; activation, % at 7.5 µM (by protocol); 300,000 compounds, 0.32% hits; U2OS HRE-luciferase reporter, luminescence; normalized: DMSO 0%, desferrioxamine 100%;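 active means mean activation of at least 10% of the iron chelator positive control signal, with at least half of replicates also reaching 10%; inconclusive means mean and replicate majority disagree about reaching 10%; inactive means mean and most replicates under 10%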
TRPC6 activator – mouse TRPC6 channel activation; HEK293-TRPC6 membrane potential dye fluorescence; stronger effect = higher value; B-score at 10 µM; 310,000 compounds, 0.13% hits; AID 2550;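 active means B-score of the integrated fluorescence ratio above library mean plus 3 SD, and starting fluorescence ratio within library mean plus 5 SD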;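 further: higher score means more depolarization so channel activation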
Active calls of the source: *; i = inactive; ? = inconclusive; / = not tested or not shown.

Compound,IEC-6 tox,SKKanGAS inh,TRPC6 inh,aSyn UTR inh,TRPC4 block,MrgX1 antagonist,TRPC4 PAM,TRPC4 act,KLF5 inh,HIF activator,TRPC6 activator
COc1ccccc1CNC(=O)C(=O)NCC(c1ccco1)N1CCOCC1 (stereo not drawn),-1,-7,i,2,i,i,i,i,-1,-0.2,i
CC(=O)/C(=N/Nc1ccc(Br)cc1)N1CCCc2ccccc21,-3,51*,i,?,i,i,i,i,-12,-0.7,i
COc1ccc(NCC(=O)Nc2ccc(Br)cc2F)c(OC)c1,-2,1,i,-7,i,i,i,i,-16,0.1,i
Cc1c(Br)c([N+](=O)[O-])nn1CC(=O)NCCc1c[nH]c2ccccc12,-5,-4,i,28,i,-5*,i,i,-10,1.3,i
c1ccc(CSc2ncn[nH]2)nc1,2,2,i,5,i,i,i,i,-12,-0.5,i
O=C(Nc1cc([N+](=O)[O-])ccc1N1CCOCC1)c1ccco1,3,-6,i,-8,i,i,i,i,-41,-0.8,i
CCCCC(=O)Nc1c(C)cc(C)cc1Cl,-2,0,i,-12,i,i,i,i,-6,0.8,i
COc1cccc(N2C(=O)C(CC(=O)Nc3ccccc3)N(C3CCCCC3)C2=O)c1 (stereo not drawn),0,3,i,-26,i,i,i,i,-34,0.1,i
CSc1nnc(-c2cccn(Cc3ccccc3)c2=O)o1,0,7,i,11,i,i,i,i,-14,0.6,i
COc1ccc(NS(=O)(=O)c2ccc3c(c2)CCN3C(=O)CCC(=O)O)cc1OC,8,-7,i,-49,i,i,i,i,-20,0.7,i
C=C(C)Cn1c(CN(C)Cc2ccccc2)nc2c1c(=O)n(C)c(=O)n2C,2,-2,i,-6,i,i,i,i,-38,-0.8,i
COc1ccccc1C(=O)Nn1c(C)nc2ccccc2c1=O,5,4,i,3,i,i,i,i,-1,1.2,i
COc1ccc(/C=N/n2nnnc2N)cc1OC,6,-3,i,7,i,i,i,i,-2,1.6,i
CCCCn1nnnc1NCc1ccc(OC)c(OC)c1OC,0,1,i,7,i,i,i,i,6,-0.4,i
CC(Cn1cncn1)C(=O)N1CCN(S(=O)(=O)c2ccc(Cl)cc2)CC1 (stereo not drawn),-4,0,i,0,i,i,i,i,0,0.4,i
CC(Oc1ccc(F)cc1)C(=O)Nc1ccc2ccccc2c1 (stereo not drawn),3,-7,i,35,i,i,i,i,-38,0.0,i
O=C(NCC(=O)N1CCN(c2ccccc2O)CC1)c1ccc2c(c1)OCO2,0,-1,i,15,i,i,i,i,-12,-0.6,i
COCCn1c(C)cc(C2=NNC(=Nc3ccc(Cl)cc3Cl)SC2)c1C,2,9,i,-2,i,i,i,i,1,0.4,i
CCc1cc2c(=O)c(-c3cnn(-c4ccccc4)c3)coc2c(CN2CCOCC2)c1O,2,7,i,-37,i,i,i,i,-38,1.2,i
Cc1c(N(C)C)nc2ccccc2c1N,2,7,-10*,-33,i,i,i,i,-14,-0.2,i
NC1=NC[C@@H](Cc2ccc(O)cc2)N1CCc1cc(C(F)(F)F)cc(C(F)(F)F)c1,/,0,i,11,i,i,i,i,/,-1.2,i
CC(C)OC(=O)c1cccc(NC(=O)c2ccccc2)c1,1,3,i,-132,i,i,i,i,-63,3.4,i
COc1ccc(CN2CCC(=O)N(CCO)CC2)cc1OC,-7,1,i,7,i,i,i,i,-6,-0.2,i
COCCNC(=S)Nc1ccc(N2CCCCC2)cc1,1,-4,i,-173,i,i,i,i,-15,2.2,i
C/C(=N\Nc1nc2ccccc2s1)c1ccc(Br)s1,15,92*,i,-56,i,i,i,i,-20,0.7,i
CC(=O)c1sc(N/N=C\c2ccccc2O)nc1C,-2,21,i,-188,i,i,i,i,-110,1.7,i
CCNc1nc(N)nc(Oc2ccc(OCCOc3ccc(Cl)cc3Cl)nn2)n1,1,-5,i,14,i,i,i,i,-26,-0.2,i
CCOCCCNC(=O)N[C@H](C(=O)OC)C(C)CC (stereo partly drawn),5,-7,i,/,i,i,i,i,-5,/,i
CC(=O)Nc1ccc(S(=O)(=O)NC2(C(F)(F)F)NC(=O)N(c3ccc(C)cc3)C2=O)cc1 (stereo not drawn),-3,2,i,-15,i,i,i,i,-13,-0.4,i
COc1ccccc1Oc1cc(-n2nc(C)cc2C)ncn1,-2,-1,i,11,i,i,i,i,-12,-0.5,i
Cc1cc2c(cc1S(=O)(=O)NCCc1ccc(Cl)cc1)OCC(=O)N2,-1,-2,i,13,i,i,i,i,-27,-0.5,i
CCOc1ccc(NC(=O)CN(C)C(=O)c2ccc(NC3CC3)c([N+](=O)[O-])c2)cc1OCC,/,-14,i,17,i,i,i,i,/,1.2,i
CC(NC(=O)COC(=O)Cc1ccsc1)c1ccccc1 (stereo not drawn),0,5,i,-7,i,i,i,i,-17,-0.2,i
C(=N\Nc1ncnc2sc3c(c12)CCC3)/c1cccs1,12,?,i,17,i,i,i,i,3,3.3,i
O=C(CSc1nnc(-c2ccc(O)cc2)o1)Nc1ccc2c(c1)OCCO2,2,0,i,-83,i,i,i,i,-45,1.7,i
COCC(=O)Nc1nnc(-c2cccs2)s1,-5,1,i,-70,i,i,i,i,-29,0.5,i
O=C(OCC(=O)N1CCCC1=O)C1CCN(S(=O)(=O)c2c(Cl)cccc2Cl)CC1,5,2,i,-8,i,i,i,i,11,0.2,i
COc1cccc(OC)c1C(=O)NC(C)c1ccccc1 (stereo not drawn),-5,0,i,10,i,i,i,i,-52,0.3,i
Cc1ccccc1N1CC(C(=O)N2CC(C)CC(C)C2)CC1=O (stereo not drawn),/,5,i,-7,i,i,i,i,/,0.1,i
CC1CC(C)CN(C(=O)CSC2=Nc3ccccc3C3=NC(Cc4c[nH]c5ccccc45)C(=O)N23)C1 (stereo not drawn),-2,10,i,-5,i,i,i,i,-12,0.3,i
Cc1ccc(C)c2[nH]c(=O)c(CCNC(=O)CC(C)C)cc12,2,0,i,4,i,i,i,i,-16,0.5,i
COc1ccc(C(C)(C)C)cc1S(=O)(=O)N1CCN(C)CC1,-6,0,i,6,i,i,i,i,-15,-0.2,i
COc1ccc(/C=C(\NC(=O)c2ccccc2)C(=O)OC[C@@H]2CCC[N+]3(C)CCCCC23)cc1OC (stereo partly drawn),5,-22,i,10,i,i,i,i,-41,0.6,i
O=C(Nc1ccc2oc(=O)ccc2c1)c1ccc2ccccc2c1,6,-4,i,-67,i,i,i,i,-124,2.7,i
O=C(c1ccc2snnc2c1)N1CCSCC1,2,-2,i,8,i,i,i,i,-18,-0.8,i
CCOC(=O)N1CCN(C(=O)CN(c2cccc(C)c2)S(=O)(=O)c2ccc(C)cc2)CC1,3,-2,i,1,i,i,i,i,-1,-0.6,i
C=CC(C)Sc1nc2c(c(=O)n(C)c(=O)n2C)n1Cc1ccccc1Cl (stereo not drawn),-6,-3,i,16,i,i,i,i,-53,0.0,i
O=C(c1ccc([N+](=O)[O-])cc1)N1CCCC1,3,4,i,-12,i,i,i,i,-11,0.1,i
O=C(CCn1cccn1)Nc1ccc2c(c1)OCCO2,8,12,i,-45,i,i,i,i,-22,-1.6,i
Cc1ccccc1NC(=O)/C(=C/c1cccs1)NC(=O)c1ccco1,4,3,i,8,i,i,i,i,7,-0.6,i
CCn1c(P(C)(=O)O)nc2cc(NC(=O)c3ccccc3Cl)ccc21,0,-6,i,25,i,i,i,i,-24,0.0,i
COc1ccc(-c2nc3c(s2)CN(S(C)(=O)=O)CC3)cc1OC,-2,-1,i,-44,i,i,i,i,-39,2.1,i
COc1ccc(-c2ccnc(-c3ccc(O)cc3)n2)cc1,69*,0,i,-38,i,i,i,i,27,2.2,i
Cc1nn(C)c(C(=O)NC(=S)Nc2ccccc2Br)c1Cl,-1,5,i,4,i,i,i,i,-42,0.9,i
CCOC(=O)COn1c(=O)c(-c2ccc(C)cc2)[n+]([O-])c2ccccc21,0,15,i,-136,i,i,i,i,-73,1.9,i
OC(COc1ccc2c(c1)OCO2)CN1CCc2ccccc2C1 (stereo not drawn),-9,-1,i,4,i,i,i,i,0,-0.5,i

Continuation.
Compound,IEC-6 tox,SKKanGAS inh,TRPC6 inh,aSyn UTR inh,TRPC4 block,MrgX1 antagonist,TRPC4 PAM,TRPC4 act,KLF5 inh,HIF activator,TRPC6 activator
CC(C)Cc1nnc(NC(=O)c2ccncc2)s1,4,6,i,0,i,i,i,i,-35,-1.5,i
CCc1nccn1CCC(=O)N1CCCC(N2CCN(c3ccccc3C)CC2)C1 (stereo not drawn),-3,8,i,0,i,i,i,i,-4,0.2,i
CC(=O)c1ccc(-c2ccccc2OC(F)(F)F)o1,-2,-2,i,4,i,i,i,i,-25,0.5,i
CCN(CC)CC(=O)NN(Cc1ccccc1)c1ccccc1,-3,-3,i,-24,i,i,i,i,-22,0.3,i
CCCC(=O)N(c1ccc(OCC)cc1)C1C=CS(=O)(=O)C1 (stereo not drawn),1,-5,i,-12,i,i,i,i,-22,/,i
CCCS(=O)(=O)C(=C(Nc1ccccc1)Nc1ccccc1)S(=O)(=O)CCC,2,-13,i,15,i,i,i,i,-14,-0.3,i
CCC(CC)C(=O)Nc1cccc(C(=O)Nc2ccc3c(c2)OCO3)c1,4,0,i,-121,i,-6*,i,i,-46,1.6,i
CCN(CC)CC(=O)NC1CCCc2c1cnn2-c1cc(F)cc(F)c1 (stereo not drawn),10,0,i,-31,i,i,i,i,-8,1.7,i
Cn1c(CCC(=O)OCC(=O)NCc2ccc3c(c2)OCO3)nc(=O)c2ccccc21,8,2,i,8,i,i,i,i,-2,0.0,i
Cc1ccc(NC(=O)c2cc3c(=O)oc4ccc(C)cc4c3s2)nc1,-3,-9,i,0,i,i,i,i,-25,0.5,i
O=C(O)CSc1nc(-c2ccc(Cl)cc2)nc2c1oc1ccccc12,9,6,i,-3,i,i,i,i,-10,0.0,i
COCCN(C(=O)COC(=O)c1ccc(Cl)nc1)c1c(N)n(Cc2ccccc2)c(=O)[nH]c1=O,/,-6,i,-12,i,i,i,i,/,0.1,i
